Gli-Sufu antag: blocks Gli-Sufu signaling in a luciferase reporter. 0.74% of 340,000 active. inhibition, % at 5 µM. AID 588413. Sufu-KO-LIGHT fibroblasts, Gli luciferase reporter luminescence;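 active means inhibition above about 55%, limit read from the data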;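 further: 0% = DMSO-treated cells and 100% = wells with medium but no cells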
CXCR6 block: inhibitors of human CXCR6 receptor | O00574 | 0.36% of 360,000 active | CHO-K1 PathHunter CXCR6 beta-arrestin, luminescence | inhibition, % at 20 µM; in the data active means inhibition above about 34%, passing the limit was not always enough;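 further: antagonist mode with CXCL16 agonist at 10 nM final; 0% = 10 nM CXCL16 with DMSO and 100% = unstimulated wells without agonist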
EBI2 block: antagonists of human EBI2 receptor. EBI2 beta-arrestin recruitment, luminescence, 7a,25-OHC stimulated. 0.81% of 360,000 active. AID 651636. inhibition, % at 5 µM; in the data active means inhibition above about 38%;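 further: enzyme fragment complementation signal reports receptor beta-arrestin coupling in cells; 0% = agonist plus DMSO wells and 100% = wells without agonist; some results beyond the cut were filed as inactive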
Target sequence (P32249 whole entry, looked up, the tested form may be a part): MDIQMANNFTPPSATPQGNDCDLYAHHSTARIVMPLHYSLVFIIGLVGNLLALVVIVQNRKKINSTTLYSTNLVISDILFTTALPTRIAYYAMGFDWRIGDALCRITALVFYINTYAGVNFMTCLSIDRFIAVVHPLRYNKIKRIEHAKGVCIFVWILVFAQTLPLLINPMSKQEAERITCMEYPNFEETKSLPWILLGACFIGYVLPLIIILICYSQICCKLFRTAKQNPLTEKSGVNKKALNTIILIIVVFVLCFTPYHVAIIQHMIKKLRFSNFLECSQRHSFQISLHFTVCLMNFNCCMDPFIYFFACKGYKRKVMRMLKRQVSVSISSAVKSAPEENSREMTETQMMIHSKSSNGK
NR3A LBD binder: modulates the human NR3A ligand-binding domain | NR3A LBD differential scanning fluorimetry, Tm shift; 0% = protein alone, 100% = glycine-bound protein | Tm shift relative to glycine control, % at 25 µM | 2.5% of 340,000 active;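 active means melting temperature shift of at least 10% of the positive control shift, at one fixed dose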
A3A deaminase: blocks human APOBEC3A ssDNA deamination | recombinant A3A, FAM/TAMRA ssDNA deamination fluorescence | inhibition, % at 20 µM | 0.41% of 330,000 active;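 active means at least 40% inhibition at 20 µM here, with at most 30% in a related deaminase screen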;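 further: plate controls were A3A with DMSO for no effect and wells lacking A3A enzyme for full effect; some results filed as inactive read as strong as hits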
Target sequence (P31941 whole entry, looked up): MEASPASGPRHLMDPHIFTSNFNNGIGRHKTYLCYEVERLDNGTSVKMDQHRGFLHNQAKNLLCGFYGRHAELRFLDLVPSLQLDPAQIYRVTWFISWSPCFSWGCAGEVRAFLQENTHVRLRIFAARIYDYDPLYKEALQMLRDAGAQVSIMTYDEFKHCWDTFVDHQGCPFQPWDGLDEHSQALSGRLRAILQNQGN
CCR6 antagonist: CCR6 (human) receptor antagonism; CHO-K1 CCR6 PathHunter beta-arrestin, luminescence, CCL20-stimulated; 0.49% of 340,000 active; P51684; inhibition, % at 20 µM; AID 493098;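 active means compounds whose inhibition of the agonist-driven luminescence signal at 20 µM reaches about 50%, limit read from the data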;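 further: cells stimulated with CCL20 at 14 nM final; plate controls were DMSO with CCL20 for no effect and DMSO without agonist for full effect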
APOBEC3G inh: blocks human APOBEC3G single-stranded DNA deamination; Q9HC16; recombinant A3G, ssDNA deamination FAM/TAMRA fluorescence; inhibition, % at 20 µM; 0.28% of 330,000 active; AID 493012;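 active means inhibition of at least 40% at 20 µM, with no more than 30% in the related APOBEC3A deaminase screen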;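 further: plate controls were DMSO wells with A3G for no effect and wells lacking A3G enzyme for full effect; some compounds called inactive have numbers as strong as hits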
Target sequence (Q9HC16 whole entry, looked up): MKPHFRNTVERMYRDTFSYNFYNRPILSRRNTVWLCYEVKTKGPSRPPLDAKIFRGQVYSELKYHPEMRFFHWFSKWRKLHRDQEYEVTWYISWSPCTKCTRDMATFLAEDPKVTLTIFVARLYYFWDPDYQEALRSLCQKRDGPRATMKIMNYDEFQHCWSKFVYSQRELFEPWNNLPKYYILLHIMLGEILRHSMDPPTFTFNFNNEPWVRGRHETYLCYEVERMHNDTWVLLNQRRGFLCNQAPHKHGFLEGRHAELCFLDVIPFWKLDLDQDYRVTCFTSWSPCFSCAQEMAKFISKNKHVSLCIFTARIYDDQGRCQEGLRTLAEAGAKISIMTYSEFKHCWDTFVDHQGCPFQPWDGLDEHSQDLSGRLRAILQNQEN
MPTP block: inhibitors of mitochondrial permeability transition pore | 1.4% of 360,000 active | inhibition, % at 10 µM | isolated mouse mitochondria, Ca2+ swelling absorbance, 30 min;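 active means inhibition of 50% or more, scaled per plate between neutral and stimulator controls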;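 further: 0% = DMSO wells given calcium and 100% = 1 mM EGTA wells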
The depositor's hits bear a star. Random draw from the library; any-hit rate near 5.8%.

How did O=C(NCCC1CCCCN1S(=O)(=O)c1ccc(Cl)cc1)C(=O)NCCN1CCOCC1 (centres undefined) do in these assays?
Gli-Sufu antag: -6; CXCR6 block: 4; EBI2 block: 5; NR3A LBD binder: -1; A3A deaminase: -2; CCR6 antagonist: 4; APOBEC3G inh: -6; MPTP block: -0.9

Results for O=C(NCc1ccc(F)cc1)c1nc(-c2cccs2)no1 ?
Gli-Sufu antag: 9; CXCR6 block: -1; EBI2 block: 12; NR3A LBD binder: -1; A3A deaminase: 1; CCR6 antagonist: 9; APOBEC3G inh: -1; MPTP block: 1.7

How did COc1ccc(NS(=O)(=O)c2cc(C(=O)Nc3ccccc3C(=O)O)ccc2C)cc1 do in these assays?
Gli-Sufu antag: 32; CXCR6 block: 2; EBI2 block: 4; NR3A LBD binder: 2; A3A deaminase: -5; CCR6 antagonist: 1; APOBEC3G inh: -4; MPTP block: 0.6

How did CCc1c(C(=O)NNC(=S)NCCc2ccccc2)csc1C do in these assays?
Gli-Sufu antag: 4; CXCR6 block: 13; EBI2 block: 0; NR3A LBD binder: -4; A3A deaminase: -2; CCR6 antagonist: 29; APOBEC3G inh: -3; MPTP block: 0.9

What do the screens show for `OCCN1CCN(C2Cc3cc(Cl)ccc3Sc3ccc(Cl)cc32)CC1` (centres undefined) (tested in a mixture with another compound)?
Gli-Sufu antag: 4; CXCR6 block: 4; EBI2 block: -9; NR3A LBD binder: -1; A3A deaminase: 1; CCR6 antagonist: 8; APOBEC3G inh: -2; MPTP block: 84*

Results for CN(C(=O)CN1C(=O)NC(C)(CCc2ccccc2)C1=O)c1ccccc1 (centres undefined) ?
Gli-Sufu antag: -12; CXCR6 block: 4; EBI2 block: 1; NR3A LBD binder: 0; A3A deaminase: -2; CCR6 antagonist: -1; APOBEC3G inh: -9; MPTP block: -0.6

How did CCN1C(=S)N[C@@H](c2cccc(F)c2)C(C(=O)OC)=C1C do in these assays?
Gli-Sufu antag: 21; CXCR6 block: -2; EBI2 block: -9; NR3A LBD binder: -1; A3A deaminase: -5; CCR6 antagonist: 5; APOBEC3G inh: -7; MPTP block: -0.1

What do the screens show for `COc1cc(CCCN2C(=S)NC[C@@H]2Cc2ccccc2)cc(OC)c1OC`?
Gli-Sufu antag: 18; CXCR6 block: 5; EBI2 block: 10; NR3A LBD binder: 1; A3A deaminase: -5; CCR6 antagonist: -2; APOBEC3G inh: -8; MPTP block: -2.8

Results for O=C(c1nnsc1S(=O)(=O)c1ccc(Cl)cc1)N1CCOCC1 ?
Gli-Sufu antag: 3; CXCR6 block: 15; EBI2 block: -31; NR3A LBD binder: 0; A3A deaminase: 3; CCR6 antagonist: 4; APOBEC3G inh: -6; MPTP block: -0.9

What do the screens show for `CCc1ccc(/C=C(\C)C(=O)c2c(C)cc(C)[nH]c2=O)cc1`?
Gli-Sufu antag: -10; CXCR6 block: -3; EBI2 block: -9; NR3A LBD binder: -5; A3A deaminase: 0; CCR6 antagonist: 6; APOBEC3G inh: -3; MPTP block: 0.6

How did CC(=O)OCCCNc1cc(SCc2ccco2)c2nonc2c1[N+](=O)[O-] do in these assays?
Gli-Sufu antag: -1; CXCR6 block: 28; EBI2 block: 8; NR3A LBD binder: -25; A3A deaminase: 72; CCR6 antagonist: 55*; APOBEC3G inh: 63; MPTP block: -0.4

What do the screens show for `CC(=O)c1cccc(NC(=O)C(C)OC(=O)CCn2c(C)csc2=O)c1` (centres undefined)?
Gli-Sufu antag: -7; CXCR6 block: -5; EBI2 block: -9; NR3A LBD binder: -2; A3A deaminase: -2; CCR6 antagonist: 8; APOBEC3G inh: -7; MPTP block: -1.4

What do the screens show for `COc1ccc(-c2nnc(SCC(=O)N3CCCC(C)C3)o2)c(OC)c1` (centres undefined)?
Gli-Sufu antag: 1; CXCR6 block: 1; EBI2 block: -6; NR3A LBD binder: -1; A3A deaminase: -3; CCR6 antagonist: 0; APOBEC3G inh: -5; MPTP block: -0.1

What do the screens show for `O=c1c2ccccc2nnn1-c1ccccc1`?
Gli-Sufu antag: 8; CXCR6 block: 3; EBI2 block: -12; NR3A LBD binder: 0; CCR6 antagonist: 1; MPTP block: -1.7

What do the screens show for `CCOC(=O)CNC(=O)CSc1nnc(NC(=O)c2ccc3c(c2)OCO3)s1`?
Gli-Sufu antag: -21; CXCR6 block: -3; EBI2 block: 6; NR3A LBD binder: 3; A3A deaminase: -3; CCR6 antagonist: -1; APOBEC3G inh: -1; MPTP block: 0.3

What do the screens show for `O=C(N/N=C/c1ccc(Br)cc1)c1ccccc1-n1cccc1`?
Gli-Sufu antag: 2; CXCR6 block: 1; EBI2 block: 10; NR3A LBD binder: -1; A3A deaminase: -7; CCR6 antagonist: 7; APOBEC3G inh: -5; MPTP block: 0.7

Results for COC(=O)C1=C(CSc2nncn2C)NC(=O)NC1c1cc(C)ccc1C (centres undefined) ?
Gli-Sufu antag: 2; CXCR6 block: -11; EBI2 block: -5; NR3A LBD binder: -4; A3A deaminase: -4; CCR6 antagonist: -11; APOBEC3G inh: -5; MPTP block: -1.2

How did COC(=O)c1nnc(-c2ccccc2)c(-c2ccccc2)n1 do in these assays?
Gli-Sufu antag: 2; CXCR6 block: 8; EBI2 block: -11; NR3A LBD binder: -1; A3A deaminase: -2; CCR6 antagonist: 1; APOBEC3G inh: -7; MPTP block: 0.4

How did COc1ccccc1N1CCN(C2CC(=O)N(c3cccc(Cl)c3)C2=O)CC1 (centres undefined) do in these assays?
Gli-Sufu antag: -8; CXCR6 block: 2; EBI2 block: -2; NR3A LBD binder: 1; A3A deaminase: -3; CCR6 antagonist: 13; APOBEC3G inh: -6; MPTP block: 0.6

What do the screens show for `CCOC(=O)c1ccc(NC(=S)N(CCCN2CCCC(C)C2)Cc2cccs2)cc1` (centres undefined)?
Gli-Sufu antag: 29; CXCR6 block: 10; EBI2 block: -2; NR3A LBD binder: 1; A3A deaminase: 4; CCR6 antagonist: 16; APOBEC3G inh: -4; MPTP block: -3.4

How did CN(C(=O)c1ccccc1)c1nc2ccccc2s1 do in these assays?
Gli-Sufu antag: 8; CXCR6 block: 1; EBI2 block: 0; NR3A LBD binder: 1; A3A deaminase: 0; CCR6 antagonist: 13; APOBEC3G inh: -6; MPTP block: -3.5

How did COc1cccc(CC(=O)OCC(=O)N(C)CC(=O)Nc2ccc(F)cc2)c1 do in these assays?
Gli-Sufu antag: -2; CXCR6 block: 0; EBI2 block: -1; NR3A LBD binder: 1; A3A deaminase: 1; CCR6 antagonist: 3; APOBEC3G inh: -9; MPTP block: 1.6

What do the screens show for `CCCNCC(=O)Nc1cccc(S(=O)(=O)NC2=NCCCCC2)c1`?
Gli-Sufu antag: 1; CXCR6 block: 1; EBI2 block: -7; NR3A LBD binder: 0; A3A deaminase: -1; CCR6 antagonist: 3; APOBEC3G inh: -5; MPTP block: 0.6

How did O=C(O)c1cc(Sc2ccc(Br)cc2)nc2ccccc12 do in these assays?
Gli-Sufu antag: -2; CXCR6 block: -1; EBI2 block: 8; NR3A LBD binder: 0; CCR6 antagonist: 0; MPTP block: -0.1

How did CC(=O)Nc1ccc(C=NNc2ccc(S(=O)(=O)Nc3ccccc3C(=O)O)cc2[N+](=O)[O-])cc1 do in these assays?
Gli-Sufu antag: 0; CXCR6 block: 24; EBI2 block: -3; NR3A LBD binder: 22*; A3A deaminase: -4; CCR6 antagonist: 35; APOBEC3G inh: -8; MPTP block: 1.3

Results for CCOC(=O)[C@H]1[C@H]2COc3ccc(Br)cc3[C@@H]2N2C(=O)c3ccc(F)cc3NC(=O)[C@@]12C ?
Gli-Sufu antag: -10; CXCR6 block: 5; EBI2 block: 1; NR3A LBD binder: -3; A3A deaminase: 0; CCR6 antagonist: 10; APOBEC3G inh: -6; MPTP block: -0.3

What do the screens show for `CCN(/C(N)=N/c1nc(C)cc(C)n1)c1ccccc1`?
Gli-Sufu antag: -7; CXCR6 block: 2; EBI2 block: -4; NR3A LBD binder: 0; A3A deaminase: -7; CCR6 antagonist: -5; APOBEC3G inh: -6; MPTP block: 0.2

How did CN1C(=O)/C(=C/c2ccc(OCc3ccccc3F)cc2)N(C)C1=S do in these assays?
Gli-Sufu antag: -4; CXCR6 block: -2; EBI2 block: 12; NR3A LBD binder: 0; A3A deaminase: -6; CCR6 antagonist: 25; APOBEC3G inh: -7; MPTP block: 0.1

How did COc1ccc(OC)c(S(=O)(=O)N2CCC(C(=O)NCCc3ccc(OC)c(OC)c3)CC2)c1 do in these assays?
Gli-Sufu antag: 9; CXCR6 block: 2; EBI2 block: -9; NR3A LBD binder: 11*; A3A deaminase: -2; CCR6 antagonist: 22; APOBEC3G inh: -3; MPTP block: 0.4

What do the screens show for `COc1cc(OC)cc(N(C(=O)CNC(=O)c2ccco2)C(C(=O)NCC2CCCO2)c2ccccc2)c1` (centres undefined)?
Gli-Sufu antag: -6; CXCR6 block: -2; EBI2 block: -32; NR3A LBD binder: 0; A3A deaminase: -4; CCR6 antagonist: 9; APOBEC3G inh: -8; MPTP block: -0.8

How did NNC(=O)c1cccn(Cc2cccc(C(F)(F)F)c2)c1=O do in these assays?
Gli-Sufu antag: 10; CXCR6 block: 1; EBI2 block: -14; NR3A LBD binder: -1; A3A deaminase: 5; CCR6 antagonist: 14; APOBEC3G inh: 9; MPTP block: 0.5

How did CCc1cc2c(COC(=O)c3cccc(S(C)(=O)=O)c3)cc(=O)oc2cc1O do in these assays?
Gli-Sufu antag: 19; CXCR6 block: 19; EBI2 block: 2; NR3A LBD binder: -7; A3A deaminase: 0; CCR6 antagonist: 9; APOBEC3G inh: -3; MPTP block: 1.0

What do the screens show for `COC(=O)c1c(N=CN(C)C)c(C#N)c2n1CCCC2`?
Gli-Sufu antag: 3; CXCR6 block: -4; EBI2 block: -3; NR3A LBD binder: -1; A3A deaminase: -4; CCR6 antagonist: 7; APOBEC3G inh: -3; MPTP block: -0.5

What do the screens show for `CCCN(CCC)C(=O)c1ccc2c(=O)n(Cc3ccco3)c(=S)[nH]c2c1`?
Gli-Sufu antag: 3; CXCR6 block: 6; EBI2 block: -8; NR3A LBD binder: 1; A3A deaminase: -4; CCR6 antagonist: 14; APOBEC3G inh: -9; MPTP block: -4.9

How did Cc1ccc(NC(=O)COc2cccc3ccccc23)c(O)c1 do in these assays?
Gli-Sufu antag: 17; CXCR6 block: -1; EBI2 block: -17; NR3A LBD binder: -2; A3A deaminase: 1; CCR6 antagonist: 13; APOBEC3G inh: -5; MPTP block: 24

Results for COc1ccc2oc(=O)c(-c3ccccc3C(=O)N3CCOCC3)cc2c1 ?
Gli-Sufu antag: 3; CXCR6 block: -10; EBI2 block: -7; NR3A LBD binder: -1; A3A deaminase: 1; CCR6 antagonist: 15; APOBEC3G inh: -7; MPTP block: -0.2

Results for CCCC(=O)Nc1ccc(-c2nc3cc(C)c(C)cc3o2)c(O)c1 ?
Gli-Sufu antag: -65; CXCR6 block: -5; EBI2 block: -2; NR3A LBD binder: 4; A3A deaminase: 6; CCR6 antagonist: 19; APOBEC3G inh: 10; MPTP block: 1.6

How did CC(=O)c1ccc(-c2ccc(C(=O)NCC(c3ccco3)N(C)C)o2)cc1 (centres undefined) do in these assays?
Gli-Sufu antag: -69; CXCR6 block: -1; EBI2 block: 9; NR3A LBD binder: 2; A3A deaminase: -1; CCR6 antagonist: 11; APOBEC3G inh: -7; MPTP block: 0.5

Results for CCNc1c(NC(C)=O)c(=O)oc2ccccc12 ?
Gli-Sufu antag: -3; CXCR6 block: -11; EBI2 block: -8; NR3A LBD binder: -1; A3A deaminase: 1; CCR6 antagonist: 0; APOBEC3G inh: -10; MPTP block: 1.4

Results for O=C(NNC(=O)c1cccnc1)Nc1cccc2ccccc12 ?
Gli-Sufu antag: 0; CXCR6 block: 6; EBI2 block: -8; NR3A LBD binder: -1; A3A deaminase: 4; CCR6 antagonist: 2; APOBEC3G inh: 1; MPTP block: -1.7
